Source: PubChem BioAssay
Yeast superoxide: reduction of superoxide in aged yeast, primary screen, HTS; superoxide response (% of plate mean), % at 10 µM; S. cerevisiae aged cells, superoxide DHE fluorescence; active compounds read low; 330,000 tested, 0.18% active;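 active means superoxide response under a set limit, about three screen SD below normal, cut at about 65% in these data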;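 further: yeast aged for seven days with compound at 30 °C before DHE staining; 100% = average MFI of all compound-treated wells on the plate with controls excluded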
GRK2 aptamer HTS: compounds blocking aptamer binding on GRK2 – biochemical, human GRK2, bead flow cytometry, HTS, primary screen. FAM-aptamer displacement from GRK2. inhibition of aptamer binding, % at 10 µM. 330,000 tested, 0.59% active. AID 488847, 2010;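 active means inhibition of aptamer binding above 40%, roughly 3 SD of noise, on plates passing a quality check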;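 further: median bead fluorescence of bound FAM aptamer so fluorescent compounds give negative values; no value below 0 was filed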
Target sequence (P25098 whole entry, looked up): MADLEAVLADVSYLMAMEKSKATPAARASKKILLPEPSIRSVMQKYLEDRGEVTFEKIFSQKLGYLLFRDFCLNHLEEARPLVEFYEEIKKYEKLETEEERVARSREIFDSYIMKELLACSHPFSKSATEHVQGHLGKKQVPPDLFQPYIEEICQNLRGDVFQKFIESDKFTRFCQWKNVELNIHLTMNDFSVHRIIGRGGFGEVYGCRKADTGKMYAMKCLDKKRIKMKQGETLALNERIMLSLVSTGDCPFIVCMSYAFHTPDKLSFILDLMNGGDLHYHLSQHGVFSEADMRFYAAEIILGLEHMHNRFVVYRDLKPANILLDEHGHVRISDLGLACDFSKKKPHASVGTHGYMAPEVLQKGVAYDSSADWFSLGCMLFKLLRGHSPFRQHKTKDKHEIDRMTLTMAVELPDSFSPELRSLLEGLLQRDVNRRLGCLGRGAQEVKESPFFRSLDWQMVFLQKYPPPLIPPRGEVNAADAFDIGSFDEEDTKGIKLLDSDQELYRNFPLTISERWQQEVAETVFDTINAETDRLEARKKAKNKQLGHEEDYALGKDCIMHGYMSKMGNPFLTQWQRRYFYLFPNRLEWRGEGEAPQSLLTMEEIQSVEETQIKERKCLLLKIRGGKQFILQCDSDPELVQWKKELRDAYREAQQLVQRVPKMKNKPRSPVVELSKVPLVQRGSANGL
* hit, by the source's call.

Second line of a record – Yeast superoxide, GRK2 aptamer HTS
COc1ccc(CNC(=O)C[C@H]2C[C@H](C(=O)N3CCCCC3)[C@@]3(CCc4ccccc4)c4[nH]c5cc(-c6ccco6)ccc5c4CCN3C2=O)cc1OC
→ 114, 0
CN(C)C(=O)CCc1ccc2c3c([nH]c2c1)[C@]1(CCC2CCCC2)[C@@H](C(=O)N2CCOCC2)C[C@H](CC(=O)NC(C)(C)C)C(=O)N1CC3
→ 78, 1
COc1ccc(C2/C=C\CN(CC(C)C)CC(=O)N2Cc2cccc(F)c2)cc1 (stereo not drawn)
→ 85, 0
COc1cc(OC)c2c(-c3cccc(-c4ccc(N(C)C)cc4)c3)cc(=O)oc2c1
→ 98, 0
CCN(CC)C(=O)[C@H]1C[C@H](CC(=O)NCCc2ccccn2)C(=O)N2CCc3c([nH]c4cc(-c5ccco5)ccc34)[C@]12C
→ 93, 4
O=C1c2ccccc2N[C@@H]2C=CC[C@@H]2N1O
→ 99, 0
COc1ccccc1[C@H]1C(c2cccc(C)c2)=NN(c2ccccc2)[C@@H]1CO
→ 80, 2
Cc1ccc(S(=O)(=O)N2C[C@@H]3[C@H]4CC[C@H](C4)[C@@H]3[C@@H](C)[C@@H]2c2ccn(Cc3ccccc3)c2)cc1
→ 95, 2
CC(C)C(=O)N[C@@H]1c2ccccc2CC[C@@H]1OCc1ccccc1
→ 90, 8
CC[C@]12c3[nH]c4ccc(OC)cc4c3CCN1C(=O)C(CC(=O)NCc1cccc(C(F)(F)F)c1)C[C@@H]2C(=O)N1CCN(C(=O)c2ccco2)CC1 (stereo partly drawn)
→ 69, 0
C[C@]12c3[nH]c4ccc(Cl)cc4c3CCN1C(=O)[C@@H](CC(=O)NCC13CC4CC(CC(C4)C1)C3)C[C@@H]2C(=O)N1CCOCC1
→ 104, 0
COc1cccc(-c2sc3ccc(OC)cc3c2-c2ccc(OCCN3CCCC3)cc2)c1
→ 85, 0
CCOC(=O)/C=C1\CC(C(=O)OCC)Oc2ccccc21 (stereo not drawn)
→ 106, 0
O=S1(=O)c2ccccc2OC(COCc2ccccc2)CN1Cc1ccccc1 (stereo not drawn)
→ 87, 1
Cc1ccc(C)c(N2CCN(C(=O)CCc3nc(-c4ccccc4C)no3)CC2)c1
→ 96, 3
COC(=O)[C@H](C)N(Cc1ccc(Cl)c(Cl)c1)S(=O)(=O)CCN1CCCC1
→ 89, 2
CC(C)N(C(=O)[C@H]1C[C@H](CC(=O)NCCN2CCOCC2)C(=O)N2CCc3c([nH]c4cc(-c5ccco5)ccc34)[C@]12C)C(C)C
→ 112, 0
C=CCCN([C@H](CO)Cc1ccccc1)S(=O)(=O)c1ccccc1Br
→ 92, 2
COc1ccc(C2CC(c3cccc(Cl)c3)=NN2c2ccc(S(N)(=O)=O)cc2)cc1 (stereo not drawn)
→ 99, 0
CC(C)N(C(=O)[C@H]1C[C@H](CC(=O)NCc2cccc(C(F)(F)F)c2)C(=O)N2CCc3c([nH]c4cc(-c5ccco5)ccc34)[C@]12C)C(C)C
→ 88, 40
CN=C1N(C)C[C@@H]2[C@@H]3C(=O)N(C)C(=O)[C@@H]3[C@](Cc3ccccc3)(C(=O)OC)N12
→ 103, 1
COc1ccc(CN(CCC(C)C)S(=O)(=O)c2ccccc2Br)cc1
→ 92, 1
O=S1(=O)[C@H]2C[C@H](CO)O[C@@]2(CO)CN1Cc1ccc(-c2cccc(Cl)c2)cc1
→ 105, 9
COc1cc(OC)c2c(-c3cccc(-c4ccoc4)c3)cc(=O)oc2c1
→ 116, 9
O=C(NCCCCc1ccccc1)NC[C@@H]1CC[C@@H](Cc2ccc(-c3ccccc3)cc2)O1
→ 95, 0
CCOC(=O)C1C(C(=O)OC)=C(C2=CCCCC2)c2ccccc2N1S(=O)(=O)C(F)(F)F (stereo not drawn)
→ 100, 0
O=C1CCC[C@@H]2CC(Nc3ccc(F)cc3F)C[C@@H]3CCN1[C@H]23 (stereo partly drawn)
→ 88, 0
COCCCNC(=O)C[C@H]1C[C@H](C(=O)N2CCOCC2)[C@@]2(C)c3[nH]c4cc(-c5ccco5)ccc4c3CCN2C1=O
→ 89, 0
CC[C@]12c3[nH]c4cc(-c5ccco5)ccc4c3CCN1C(=O)[C@@H](CC(=O)NCc1ccco1)C[C@@H]2C(=O)N1CCN(C(=O)c2ccco2)CC1
→ 86, 1
CC(C)(C)OC(=O)N1O[C@H]2C[C@@H]1[C@@H]1[C@@H]2N=NN1C12CC3CC(CC(C3)C1)C2
→ 101, 0
O=C1[C@@H](Oc2ccccc2)[C@@H](c2ccncc2)N1c1ccccc1
→ 94, 0
CC[C@]1(C(=O)OC)[C@H]2C(=O)N(Cc3ccccc3)C(=O)[C@H]2[C@H]2CN(C)C(=NC)N21
→ 92, 0
Cc1cccc(C2=NN(c3ccc(Br)cc3)[C@@H](C(=O)N3CCOC3=O)[C@@H]2c2ccc(Cl)cc2)c1
→ 108, 2
Cc1ccc(CNC(=O)Cn2cnc(C(=O)Nc3ccc(C)c(C)c3)n2)o1
→ 103, 0
O=C(Cn1cnc2c(NCc3ccccc3)ncnc21)N1CCN(c2ccccn2)CC1
→ 81, 2
COc1ccc(-c2sc3ccc(OC)cc3c2-c2ccc(OCCN3CCOCC3)cc2)cc1
→ 98, 2
COc1ccc(CN2C[C@]3(CO)O[C@@H](CO)C[C@@H]3S2(=O)=O)cc1
→ 106, 0
CCOC(=O)C1=C(C)c2ccccc2OC1(C(=O)OCC)C(C)C (stereo not drawn)
→ 105, 0
COc1cc(C2CC(=O)Oc3cc4c(cc32)OCO4)cc(OC)c1OC (stereo not drawn)
→ 101, 6
CCCCNC(=O)C(C1CCCCC1)N(CCN(C)C)C(=O)CCCN1C(=O)NC(c2ccc(-c3ccccc3)cc2)C(C(=O)OCc2ccccc2)=C1C (stereo not drawn)
→ 92, 0
CCN(CC)C(=O)[C@H]1C[C@H](CC(=O)NCc2ccco2)C(=O)N2CCc3c([nH]c4cc(CCC(=O)N(C)C)ccc34)[C@]12C
→ 91, 51*
C=CCONC(=O)Cc1ccccc1
→ 105, 3
CC(C)(C)NC(=O)C(c1ccc(-c2ccccc2)cc1)N(C[C@H]1CC[C@@H]([C@@H]2CC[C@H](CO)O2)O1)C(=O)c1cccc(Cl)c1 (stereo partly drawn)
→ 88, 0
COc1ccc2[nH]c3c(c2c1)CCN1C(=O)C(CC(=O)NCC24CC5CC(CC(C5)C2)C4)C[C@H](C(=O)N2CCOCC2)[C@@]31C (stereo partly drawn)
→ 94, 10
CN(C)C(=O)CCc1ccc2c3c([nH]c2c1)[C@]1(C)[C@@H](C(=O)N2CCOCC2)C[C@H](CC(=O)NCCc2ccccn2)C(=O)N1CC3
→ 104, 0
COc1ccc(C2CC(c3cccc(Br)c3)=NN2c2ccc(S(N)(=O)=O)cc2)cc1 (stereo not drawn)
→ 110, 4
COc1ccccc1C1CC(=O)Oc2ccc(C(C)(C)C)cc21 (stereo not drawn)
→ 99, 1
COCC(=O)N[C@@H]1c2cc(OC)c(OC)cc2C[C@H]1OCc1ccccc1
→ 91, 0
CC[C@]12c3[nH]c4cc(CCC(=O)N(C)C)ccc4c3CCN1C(=O)[C@@H](CC(=O)NC(C)(C)C)C[C@@H]2C(=O)N1CCN(C(=O)C2CC2)CC1
→ 113, 0
Cc1cccc([C@H]2[C@@H]3C=CCC[C@@H]3C(=O)N2Cc2ccccc2)c1
→ 126, 0
O=C(Cc1ccccc1)N1O[C@H]2C=C[C@@H]1CC2
→ 99, 1
COC(=O)[C@H](Cc1ccc(O)cc1)NC(=O)Cn1cnc(C(=O)Nc2ccc(C)c(C)c2)n1
→ 110, 10
CC(C)=CCC/C(C)=C/CNC(=O)C[C@H]1C[C@H](C(=O)N2CCOCC2)[C@@]2(CCC3CCCC3)c3[nH]c4cc(-c5ccco5)ccc4c3CCN2C1=O
→ 119, 0
COCCCNC(=O)C[C@H]1C[C@H](C(=O)N2CCOCC2)[C@@]2(CCC3CCCC3)c3[nH]c4cc(CCC(=O)N(C)C)ccc4c3CCN2C1=O
→ 107, 29
C[C@]12c3[nH]c4ccc(Cl)cc4c3CCN1C(=O)[C@@H](CC(=O)NCCN1CCOCC1)C[C@@H]2C(=O)N1CCCCC1
→ 93, 0
CCCCNC(=O)C(C)N(CCN(C)C)C(=O)CCCCCN1C(=O)NC(c2ccc(Cl)cc2)C(C(=O)OCc2ccccc2)=C1C (stereo not drawn)
→ 92, 0
COc1ccc2[nH]c3c(c2c1)CCN1C(=O)C(CC(=O)NCCc2ccccn2)C[C@H](C(=O)N2CCCCC2)[C@@]31C (stereo partly drawn)
→ 102, 0
O=C(Cc1ccc2ccccc2c1)NC(Cc1ccccc1)C(=O)O (stereo not drawn)
→ 108, 2
Cc1ccc(S(=O)(=O)N2C/C=C\CN(S(=O)(=O)c3ccccc3Br)CC2)cc1
→ 93, 0
CCOC(=O)C1=C(c2ccccc2)c2ccc(OC)cc2N(S(=O)(=O)C(F)(F)F)C1C(=O)OCC (stereo not drawn)
→ 84, 4

Arranged by count of non-hydrogen atoms (largest number first): some entries from above.
Second line of a record – Yeast superoxide, GRK2 aptamer HTS
O=C(Cn1cnc2c(NCc3ccccc3)ncnc21)N1CCN(c2ccccn2)CC1
→ 81, 2
Cc1ccc(S(=O)(=O)N2C/C=C\CN(S(=O)(=O)c3ccccc3Br)CC2)cc1
→ 93, 0
COc1ccccc1C1CC(=O)Oc2ccc(C(C)(C)C)cc21 (stereo not drawn)
→ 99, 1

Next part.
Second line of a record – Yeast superoxide, GRK2 aptamer HTS
O=C1OCCN1C(=O)[C@H]1[C@H](c2ccc(Cl)cc2)C(c2ccccc2)=NN1c1ccc(Br)cc1
→ 109, 0
COc1ccc(-c2noc(CCC(=O)N3CCN(c4cccc(C)c4)CC3)n2)cc1
→ 94, 0
CCOC(=O)C1=C(C)N(C[C@@H]2CC[C@@H](Cc3ccc(-c4ccccc4)cc3)O2)C(=O)NC1C1CC1 (stereo partly drawn)
→ 90, 1
COCCCNC(=O)C[C@H]1C[C@H](C(=O)N2CCCCC2)[C@@]2(CCc3ccccc3)c3[nH]c4ccc(Cl)cc4c3CCN2C1=O
→ 101, 0
CC(C)=CCC/C(C)=C/CNC(=O)C[C@H]1C[C@H](C(=O)N2CCCCC2)[C@@]2(C)c3[nH]c4cc(-c5ccco5)ccc4c3CCN2C1=O
→ 83, 0
C#CCN1C=C(C(=O)OCC)C(C)N(Cc2ccccc2I)S1(=O)=O (stereo not drawn)
→ 86, 4
CCN(CC)C(=O)[C@H]1CC(CC(=O)NCCN2CCOCC2)C(=O)N2CCc3c([nH]c4ccc(OC)cc34)[C@]12C (stereo partly drawn)
→ 110, 2
CCOC(=O)C1=CNS(=O)(=O)NC1c1ccc(Br)cc1F (stereo not drawn)
→ 102, 3
CCN(CC)C(=O)[C@H]1C[C@H](CC(=O)NC/C=C(\C)CCC=C(C)C)C(=O)N2CCc3c([nH]c4cc(CCC(=O)N(C)C)ccc34)[C@]12C
→ 85, 0
C[C@@H]1C(c2cccc(Cl)c2)=NN(c2ccc(Br)cc2)[C@H]1C(=O)N1CCOC1=O
→ 92, 0
CC(C)N(C(=O)[C@H]1C[C@H](CC(=O)NCC23CC4CC(CC(C4)C2)C3)C(=O)N2CCc3c([nH]c4cc(-c5ccco5)ccc34)[C@]12C)C(C)C
→ 96, 0
CC[C@]12c3[nH]c4ccc(OC)cc4c3CCN1C(=O)C(CC(=O)NCCN1CCOCC1)C[C@@H]2C(=O)N1CCN(C(=O)C2CC2)CC1 (stereo partly drawn)
→ 110, 4
CCN(CC)C(=O)[C@H]1C[C@H](CC(=O)NCCN2CCOCC2)C(=O)N2CCc3c([nH]c4cc(CCC(=O)N(C)C)ccc34)[C@]12C
→ 95, 6
CC(C)N(C(=O)[C@H]1C[C@H](CC(=O)NCC23CC4CC(CC(C4)C2)C3)C(=O)N2CCc3c([nH]c4ccc(Cl)cc34)[C@]12C)C(C)C
→ 95, 6
CCN1C[C@@H]2[C@@H]3C(=O)N(Cc4ccccc4)C(=O)[C@@H]3[C@](C)(C(=O)OC)N2C1=NC
→ 104, 0
O=C(C[C@H]1C[C@H](C(=O)N2CCCCC2)[C@@]2(CCc3ccccc3)c3[nH]c4ccc(Cl)cc4c3CCN2C1=O)NCCN1CCOCC1
→ 83, 0
O=S1(=O)c2ccc(Br)cc2OC(COCc2ccccc2)CN1Cc1ccccc1 (stereo not drawn)
→ 97, 10
COc1ccc2[nH]c3c(c2c1)CCN1C(=O)C(CC(=O)NCc2ccc(OC)c(OC)c2)C[C@H](C(=O)N2CCCCC2)[C@@]31CCc1ccccc1 (stereo partly drawn)
→ 117, 2

Three entries from above, set out differently:
molecule	Yeast superoxide	GRK2 aptamer HTS
COc1ccc(-c2noc(CCC(=O)N3CCN(c4cccc(C)c4)CC3)n2)cc1	94	0
CCOC(=O)C1=C(C)N(C[C@@H]2CC[C@@H](Cc3ccc(-c4ccccc4)cc3)O2)C(=O)NC1C1CC1 (stereo partly drawn)	90	1
COCCCNC(=O)C[C@H]1C[C@H](C(=O)N2CCCCC2)[C@@]2(CCc3ccccc3)c3[nH]c4ccc(Cl)cc4c3CCN2C1=O	101	0

Single records, as listed above. Screens in order: Yeast superoxide, GRK2 aptamer HTS
CC(C)N(C(=O)[C@H]1C[C@H](CC(=O)NCC23CC4CC(CC(C4)C2)C3)C(=O)N2CCc3c([nH]c4ccc(Cl)cc34)[C@]12C)C(C)C across the screens: 95, 6
CCN(CC)C(=O)[C@H]1C[C@H](CC(=O)NC/C=C(\C)CCC=C(C)C)C(=O)N2CCc3c([nH]c4cc(CCC(=O)N(C)C)ccc34)[C@]12C across the screens: 85, 0
C[C@@H]1C(c2cccc(Cl)c2)=NN(c2ccc(Br)cc2)[C@H]1C(=O)N1CCOC1=O across the screens: 92, 0
C#CCN1C=C(C(=O)OCC)C(C)N(Cc2ccccc2I)S1(=O)=O (stereo not drawn) across the screens: 86, 4

An excerpt; count on the stated rates, not on these rows.
